Assay outcomes (PubChem BioAssay)
AI-2 QS mod: Vibrio harveyi AI-2 quorum sensing modulators, primary screen, JMH597 strain, luminescence/OD600 ratio | AID 2094, 2009 | Vibrio harveyi JMH597 AI-2 luminescence/OD600 ratio, 9 h; stronger effect = lower value; strain lacks LuxN and CqsS sensors; 0 = neutral-control median | activity change, % at 7.5 µM | hit rate 0.4% among 300,000; in the data active = activity change below about -75%, passing the limit was not always enough;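 also: luminescence divided by OD600 gain over 9 h not by final OD600 alone; inactives centre near 13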
HDAC3 inhib: HDAC3 deacetylase inhibitors, primary screen, biochemical, fluorescence, cell-free homogeneous. Histone deacetylase 3 (Homo sapiens), O15379. recombinant HDAC3, fluorogenic peptide/trypsin coupled. inhibition, % at 8.3 µM. hit rate 0.15% among 320,000. AID 2718, 2010; in the data active = inhibition above about 26%, passing the limit was not always enough
Target sequence (O15379 whole entry, looked up): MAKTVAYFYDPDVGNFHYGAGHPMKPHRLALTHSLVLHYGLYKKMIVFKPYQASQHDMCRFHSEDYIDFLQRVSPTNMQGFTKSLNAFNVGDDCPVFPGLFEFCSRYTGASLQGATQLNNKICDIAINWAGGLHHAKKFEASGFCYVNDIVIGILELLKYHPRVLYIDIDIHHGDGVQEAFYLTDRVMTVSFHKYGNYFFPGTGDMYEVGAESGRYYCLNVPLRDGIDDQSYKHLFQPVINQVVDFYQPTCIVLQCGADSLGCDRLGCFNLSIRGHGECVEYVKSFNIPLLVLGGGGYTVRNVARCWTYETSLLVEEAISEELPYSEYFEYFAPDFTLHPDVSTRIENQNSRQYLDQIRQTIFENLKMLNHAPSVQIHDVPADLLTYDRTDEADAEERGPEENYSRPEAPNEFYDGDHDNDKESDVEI
GSK3 alpha inh: blockers of GSK3A enzyme activity – biochemical, luminescence, cell-free homogeneous, HTS, primary screen; inhibition, % at 10 µM; Glycogen synthase kinase-3 alpha (Homo sapiens), P49840; hit rate 0.1% among 320,000; AID 2650, 2010; GSK-3 alpha kinase, ADP-Glo luminescence, 60 min;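 in the data active = inhibition above about 50%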;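 also: GST-tagged GSK-3 alpha with peptide substrate and 25 µM ATP; 0% = DMSO neutral wells and 100% = GW8510 positive control wells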
Dyrk1A ADPGlo: rat Dyrk1A kinase inhibitors, primary screen, biochemical, single point, plate reader; ADP-Glo luminescence, NFATc1 peptide; hit rate 0.43% among 310,000; inhibition, % at 12.5 µM; AID 504441, 2011; Dual specificity tyrosine-phosphorylation-regulated kinase 1A (Rattus norvegicus), Q63470; in the data active = inhibition above about 50%;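 also: plate controls were vehicle with enzyme for no effect and no enzyme for full effect; many of its hits are not listed in these tables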
HSF1 activator: HSF-1 activators, primary screen, NIH3T3-HGL cells, MG132 stress, luminescence, single point; AID 504408, 2011; hit rate 1.7% among 300,000; NIH3T3-HGL HSF-1 luciferase reporter, 8 h; 100% = twice DMSO control signal; activation, % at 9 µM;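 active = mean replicate activation of at least 50% with a set share of replicates each reaching 50%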;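 also: 0% = median of the neutral control wells and 100% = twice that signal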
HSP90 refold inh: HSP90 inhibitors, primary screen, cell lysate, luminescence | inhibition, % at 5.6 µM | Rabbit reticulocyte lysate, luciferase refolding luminescence, 3 h | AID 1789, 2009 | Heat shock protein HSP 90 (rabbit reticulocyte lysate; luciferase refolding) | hit rate 0.91% among 290,000;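 active = inhibition above the screen-wide mean plus 3 SD, computed separately per campaign, cut at about 16% in these data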;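 also: 0% = DMSO wells and 100% = 60 µM geldanamycin wells; inhibitors lower the luminescence because luciferase stays unfolded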
PolyA inh: polyadenylation inhibitors in yeast reporter cells, primary screen, luminescence, S. cerevisiae | calls only at 12 µM | S. cerevisiae SKY197-pL101 polyadenylation reporter, beta-gal luminescence; efflux-impaired pdr1/pdr3 knockout yeast; score 100 = 6 SD above DMSO | hit rate 0.02% among 300,000 | AID 1875, 2009;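 active = lowest replicate activity score at least 50, where 100 means six control SD above control mean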;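 also: yeast exposed to compound for 9 h at 30 °C; higher score means more reporter readthrough which indicates perturbed polyadenylation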
Platelet DG rel: inhibitors of platelet dense granule secretion, primary screen, cell-based, MLPCN, human platelets; hit rate 0.22% among 300,000; human platelet-rich plasma, SFLLRN dense granule ATP release, luminescence; inhibition, %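 (compounds screened at 7.5 µM in platelet-rich plasma)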;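 active = mean replicate score, as percent of positive control, at or above 50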
HSF1 inh: HSF1 inhibitors in luciferase reporter cells, primary screen, cell-based, NIH3T3, luminescence; NIH3T3-HGL HSE-luciferase, MG132-induced, luminescence 8 h; stronger effect = lower value; activity change, negative = inhibition, % at 7.5 µM (by protocol); hit rate 0.77% among 300,000;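 active = more than half of replicate wells show activity change below -50%, luminescence cut by over half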;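 also: luciferase reports HSF-1 transcriptional activity via heat shock element; 0% = median of DMSO wells and -100% = zero luminescence signal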
GSK3B inh: human GSK3beta kinase inhibitors, primary screen, biochemical, cell-free homogeneous, HTS. hit rate 0.038% among 300,000. activity score (negative = inhibition), % at 10 µM. GST-GSK3beta kinase, ADP-Glo luminescence, 60 min; stronger effect = lower value;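 active = more than half of replicate wells score below -50%, meaning over 50% inhibition versus plate controls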;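 also: 0% = median DMSO wells and -100% = median GW8510 positive control wells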
Target sequence (P49841 whole entry, looked up): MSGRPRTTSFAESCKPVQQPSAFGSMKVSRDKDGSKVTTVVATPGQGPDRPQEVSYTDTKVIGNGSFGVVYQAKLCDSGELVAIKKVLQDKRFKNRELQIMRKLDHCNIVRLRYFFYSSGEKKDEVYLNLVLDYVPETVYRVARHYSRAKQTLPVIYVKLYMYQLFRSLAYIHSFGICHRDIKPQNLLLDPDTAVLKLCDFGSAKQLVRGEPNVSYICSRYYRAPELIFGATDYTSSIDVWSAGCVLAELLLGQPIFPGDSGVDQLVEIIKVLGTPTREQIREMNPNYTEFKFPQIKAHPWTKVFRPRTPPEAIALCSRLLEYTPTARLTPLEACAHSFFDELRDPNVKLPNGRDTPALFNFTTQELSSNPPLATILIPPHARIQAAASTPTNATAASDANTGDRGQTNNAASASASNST
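test system = GST-tagged human GSK3beta kinase, cell-free | reagent = 25 µM ATP with peptide substrate | dosing = one dose of 10 µM per compound | schedule = 60 min reaction, RT | detection = luminescent ADP-Glo measurement of ADP formed | control set = DMSO neutral wells and GW8510 at 20 µM as positive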
The depositor's hits bear a star; i = inactive; / = not tested or not shown.

SMILES | AI-2 QS mod | HDAC3 inhib | GSK3 alpha inh | Dyrk1A ADPGlo | HSF1 activator | HSP90 refold inh | PolyA inh | Platelet DG rel | HSF1 inh | GSK3B inh
O=C(COc1ncnc2ccc(Br)cc12)Nc1ccc(N2CCOCC2)cc1 | 18 | 1 | -9 | 7 | -11 | -2 | i | 1 | 1 | -6
Cc1ccc2oc(-c3cccc(NC(=O)/C=C/c4cccc([N+](=O)[O-])c4)c3C)nc2c1 | 39 | -3 | 0 | -2 | 2 | 6 | i | -1 | -10 | 0
CCN(CC)CCn1c(=N)n(CC(O)c2ccc(OC)c(OC)c2)c2ccccc21 (stereo not drawn) | 24 | 0 | -2 | 0 | 1 | 0 | i | 6 | -2 | 1
CCNC(=O)NC(=O)C(C)OC(=O)CNS(=O)(=O)c1c(Cl)cc(Br)cc1Cl (stereo not drawn) | 6 | 0 | 4 | 1 | 2 | -1 | i | 4 | 1 | -1
CCCCNC(=O)CCCCC(=O)N/N=C/c1ccccc1Cl | -5 | 2 | -1 | -7 | 0 | 1 | i | 4 | 4 | 0
O=C(NCCCn1ccnc1)c1ccc(-c2ccccc2)cc1 | 25 | 4 | -3 | 1 | 4 | 0 | i | 4 | 2 | 4
O=c1ncn(-c2ccccc2F)c2ncccc12 | 12 | -1 | -1 | -8 | -7 | 0 | i | -7 | -1 | 0
Cc1nc(NC(=O)/C=C/c2ccccc2)sc1C(=O)Nc1ccc(Cl)cc1 | 11 | -33 | 1 | -9 | 0 | 3 | i | 6 | -6 | -3
CC1(C)CC(=O)c2cc(OCC(=O)NCCCN3CCN(c4ccc(F)cc4)CC3)ccc2O1 | -29 | 4 | -4 | 2 | 16 | 0 | i | -4 | 1 | 3
Cc1cc(O)c(NC(=O)c2ccco2)cc1C | 12 | -7 | 2 | -5 | -7 | 0 | / | -1 | 8 | -3
CCC(=O)NCCCc1nc(-c2ccccc2)no1 | 11 | 0 | -5 | -1 | -2 | / | i | -7 | -3 | -1
COCCNC(=O)c1ccccc1NC(=O)c1ccccc1N(C)S(C)(=O)=O | 12 | -7 | 3 | -2 | 9 | -2 | i | -15 | 1 | -5

Whole records from above:
Entry for CCCCNC(=O)CCCCC(=O)N/N=C/c1ccccc1Cl → AI-2 QS mod: -5; HDAC3 inhib: 2; GSK3 alpha inh: -1; Dyrk1A ADPGlo: -7; HSF1 activator: 0; HSP90 refold inh: 1; PolyA inh: i; Platelet DG rel: 4; HSF1 inh: 4; GSK3B inh: 0
Entry for Cc1cc(O)c(NC(=O)c2ccco2)cc1C → AI-2 QS mod: 12; HDAC3 inhib: -7; GSK3 alpha inh: 2; Dyrk1A ADPGlo: -5; HSF1 activator: -7; HSP90 refold inh: 0; PolyA inh: /; Platelet DG rel: -1; HSF1 inh: 8; GSK3B inh: -3
Entry for CC1(C)CC(=O)c2cc(OCC(=O)NCCCN3CCN(c4ccc(F)cc4)CC3)ccc2O1 → AI-2 QS mod: -29; HDAC3 inhib: 4; GSK3 alpha inh: -4; Dyrk1A ADPGlo: 2; HSF1 activator: 16; HSP90 refold inh: 0; PolyA inh: i; Platelet DG rel: -4; HSF1 inh: 1; GSK3B inh: 3

(next part)
SMILES | AI-2 QS mod | HDAC3 inhib | GSK3 alpha inh | Dyrk1A ADPGlo | HSF1 activator | HSP90 refold inh | PolyA inh | Platelet DG rel | HSF1 inh | GSK3B inh
NC(=S)c1ncc(C(F)(F)F)cc1Cl | 8 | -5 | -1 | / | -11 | 3 | i | 7 | -2 | 2
Cc1cc(C)cc(N(C(=O)c2csnn2)C(C(=O)NC(C)(C)C)c2ccncc2)c1 (stereo not drawn) | 21 | 4 | 0 | 1 | -8 | 2 | i | -1 | -3 | 2
Cc1ccc(Nc2c([N+](=O)[O-])ccc3c2=NC2(CCCCC2)N=3)cc1 | 27 | -4 | -2 | 6 | 11 | -1 | i | 6 | -1 | 1
Cc1ccc(Cl)cc1NC(=S)N1CCCCCC1 | 0 | -2 | / | -1 | / | -4 | / | / | / | -2
O=C(c1cc(S(=O)(=O)N2CCCCC2)ccc1Cl)N1CCOCC1 | 56 | 0 | -2 | -5 | -3 | -3 | i | 0 | -4 | -3
CC1CN(C(=S)Nc2cccc(Cl)c2Cl)CC(C)O1 (stereo not drawn) | 16 | 1 | 1 | -4 | 3 | 2 | i | 17 | 1 | 1
COc1ccc(C)cc1N(CC(=O)Nc1cccnc1)S(=O)(=O)c1ccc(C)cc1 | 10 | 5 | -1 | 7 | 6 | 1 | i | -4 | -2 | 7
Cc1ccc(-n2nnnc2-c2nc3ccccc3s2)cc1 | 3 | -4 | -2 | -4 | -16 | 0 | i | -2 | -5 | 0
CCN(CC)S(=O)(=O)c1cccc(C(=O)N/N=C(\C)c2ccc(O)cc2O)c1 | 32 | 3 | -1 | -2 | 0 | -5 | i | 7 | 6 | 1
O=C(CS(=O)(=O)Cc1ccccc1)N1CCN(C(=O)c2ccco2)CC1 | -2 | -3 | 0 | 0 | 30 | 2 | i | 1 | 3 | 3
CC(c1nnc(SCC(=O)N2CC(=O)Nc3ccccc32)n1Cc1ccccc1)N(C)C (stereo not drawn) | 35 | 2 | 0 | 0 | -7 | -2 | i | 6 | 0 | -1
Fc1ccccc1N1CCN(C2CCCN(Cc3cccc(C(F)(F)F)c3)C2)CC1 (stereo not drawn) | 6 | 5 | 0 | 0 | 3 | -6 | i | 3 | -2 | 1
Cc1ccc2[nH]c3c(NCCN4CCOCC4)ncnc3c2c1 | -15 | / | / | 4 | 0 | -3 | i | 0 | 0 | -6
C(=N\Nc1nnnn1-c1ccccc1)/c1ccncc1 | -3 | -1 | 7 | 6 | 4 | -4 | i | -16 | -6 | -15
Cc1ccc(Sc2nc(-c3ccccc3)nnc2C(F)(F)F)cc1 | 23 | -2 | / | 2 | 151* | -1 | i | -5 | 88 | -1
COC(=O)C1=C(C)N=c2s/c(=C/c3cccs3)c(=O)n2C1c1ccc(F)cc1 (stereo not drawn) | 6 | 1 | 1 | -6 | -4 | 4 | i | -6 | 2 | 6
CCCCn1c(=O)[nH]c(=O)c2c1nc(-c1cc(Br)ccc1OC)n2C | 15 | 2 | -2 | -7 | 26 | 0 | i | -2 | 2 | 1
Cc1ccc(OCC(=O)N2N=C(C(F)(F)F)CC2(O)C(C)(C)C)cc1C (stereo not drawn) | 15 | 8 | 6 | -1 | -2 | 4 | i | 26 | -11 | 1
CCOc1ccccc1NC(=O)CCNC(=O)c1ccco1 | / | 1 | 0 | 0 | -2 | -3 | i | 9 | -2 | /
Cc1ccc(C(=O)NCCCn2ccnc2)cc1[N+](=O)[O-] | 8 | -4 | / | -2 | 13 | -2 | i | 6 | -2 | 1
CC(=O)c1c(C)[nH]c(C(=O)NCc2ccc(F)cc2)c1C | 7 | -8 | -1 | -4 | -13 | -1 | i | 0 | -3 | 4
COc1ccc(CC2(CO)CCN(Cc3cccc4nccnc34)CC2)cc1 | 31 | -4 | -2 | 9 | 2 | 0 | i | -3 | -6 | -2
Cn1c(-c2cccc(Br)c2)cnc1NCc1ccccc1O | -16 | 2 | 1 | / | 10 | 0 | i | -12 | 2 | 1
CCC1Oc2ccccc2N(CC(=O)NCCN2CCCC2)C1=O (stereo not drawn) | 2 | 0 | -1 | -2 | -3 | 1 | i | 9 | -5 | 0

2 of the compounds above, with the structure last.
| AI-2 QS mod | HDAC3 inhib | GSK3 alpha inh | Dyrk1A ADPGlo | HSF1 activator | HSP90 refold inh | PolyA inh | Platelet DG rel | HSF1 inh | GSK3B inh | SMILES |
| --- | --- | --- | --- | --- | --- | --- | --- | --- | --- | --- |
| -15 | / | / | 4 | 0 | -3 | i | 0 | 0 | -6 | Cc1ccc2[nH]c3c(NCCN4CCOCC4)ncnc3c2c1 |
| 15 | 8 | 6 | -1 | -2 | 4 | i | 26 | -11 | 1 | Cc1ccc(OCC(=O)N2N=C(C(F)(F)F)CC2(O)C(C)(C)C)cc1C (stereo not drawn) |

Further structures
SMILES | AI-2 QS mod | HDAC3 inhib | GSK3 alpha inh | Dyrk1A ADPGlo | HSF1 activator | HSP90 refold inh | PolyA inh | Platelet DG rel | HSF1 inh | GSK3B inh
CCOC(=O)C1CCCCN1Cc1ccc(OC)c(OC)c1 (stereo not drawn) | 9 | 5 | -4 | / | 0 | 0 | i | -13 | -2 | 14
O=C(Nc1ccc(-c2ccccc2)cc1)c1ccc2c(c1)S(=O)(=O)c1ccccc1C2=O | -10 | 12 | -4 | -4 | -22 | / | i | 1 | -7 | -3
OCCN1CCN(C(=S)NCCc2ccccc2)CC1 | 14 | 0 | 0 | 1 | 6 | 0 | i | -2 | 5 | 1
CC1CN(C(=S)NC(=O)c2ccc(Cl)cc2)CC(C)O1 (stereo not drawn) | 6 | -4 | -2 | 1 | -15 | 0 | i | 10 | -12 | 2
COc1ccc(-c2nc(-c3cccnc3)no2)cc1OC | 29 | -6 | 3 | -11 | 8 | -4 | i | -6 | 6 | 1
COc1ccc(CNc2nc3ccccc3n2C)c(O)c1 | 15 | 0 | 5 | -1 | 45 | -2 | i | 17 | 28 | -4
Nc1nc(SCc2ccc(Cl)cc2)ns1 | -25 | 11 | -1 | 4 | 22 | -4 | i | 6 | 7 | 1
O=C(O)CNS(=O)(=O)c1ccc(C2CCCCC2)cc1 | 14 | -1 | -5 | -3 | 1 | 1 | i | -3 | -10 | -2
C/C(=N\NC(=S)Nc1ccc(C)cc1)c1cccc(N)c1 | 50 | 2 | -3 | 5 | 14 | 1 | i | 5 | 9 | 1
CCOC(=O)C1CCCN(C(=O)Cn2nc(C)n3nc(-c4ccccc4)cc3c2=O)C1 (stereo not drawn) | 24 | -12 | -2 | 4 | 0 | 2 | i | 0 | -3 | -1
COc1cc2[nH]c(=O)n(CCCCCC(=O)NCCCN3CCOCC3)c(=O)c2cc1OC | 37 | 6 | 1 | 7 | -31 | 1 | i | -4 | -18 | -1
O=C(N/N=C/c1cccnc1)c1cc(-c2ccccc2)nc2ccccc12 | 4 | 2 | 0 | 1 | 2 | -2 | i | -3 | -2 | 0

In the list so far, 2 have two or more sulfur atoms:
SMILES | AI-2 QS mod | HDAC3 inhib | GSK3 alpha inh | Dyrk1A ADPGlo | HSF1 activator | HSP90 refold inh | PolyA inh | Platelet DG rel | HSF1 inh | GSK3B inh
COC(=O)C1=C(C)N=c2s/c(=C/c3cccs3)c(=O)n2C1c1ccc(F)cc1 (stereo not drawn) | 6 | 1 | 1 | -6 | -4 | 4 | i | -6 | 2 | 6
Nc1nc(SCc2ccc(Cl)cc2)ns1 | -25 | 11 | -1 | 4 | 22 | -4 | i | 6 | 7 | 1

This is a subset (hit frequency here may not be typical).
